PriA SSB inh: K. pneumoniae PriA-SSBct interaction inhibition. AlphaScreen SSBct-PriA binding, biotinylated peptide. AID 1272365. actives 0.6% (n = 430,000). inhibition, % at 33 µM; in the data active = inhibition mostly above about 37%, no sharp cut-off; inactive = mostly below about 20%;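 note: plate controls were negative control peptide for no effect and reference peptide for full effect; strong numbers were not always called active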
TcdB inh: TcdB glycohydrolase inhibition. P18177. TcdB glycohydrolase enzymatic assay, plate reader. inhibition, % at 9.99 µM. actives 0.24% (n = 350,000). AID 652162; in the data active = inhibition above about 10%
Anthrax LF inh2: blocks Bacillus anthracis lethal factor protease; multiplex microsphere protease cleavage assay, LF; inhibition, % at 10 µM; actives 0.12% (n = 360,000); note: plate controls were buffer without enzyme for full effect and enzyme alone for no effect
Target sequence (P15917 whole entry, looked up): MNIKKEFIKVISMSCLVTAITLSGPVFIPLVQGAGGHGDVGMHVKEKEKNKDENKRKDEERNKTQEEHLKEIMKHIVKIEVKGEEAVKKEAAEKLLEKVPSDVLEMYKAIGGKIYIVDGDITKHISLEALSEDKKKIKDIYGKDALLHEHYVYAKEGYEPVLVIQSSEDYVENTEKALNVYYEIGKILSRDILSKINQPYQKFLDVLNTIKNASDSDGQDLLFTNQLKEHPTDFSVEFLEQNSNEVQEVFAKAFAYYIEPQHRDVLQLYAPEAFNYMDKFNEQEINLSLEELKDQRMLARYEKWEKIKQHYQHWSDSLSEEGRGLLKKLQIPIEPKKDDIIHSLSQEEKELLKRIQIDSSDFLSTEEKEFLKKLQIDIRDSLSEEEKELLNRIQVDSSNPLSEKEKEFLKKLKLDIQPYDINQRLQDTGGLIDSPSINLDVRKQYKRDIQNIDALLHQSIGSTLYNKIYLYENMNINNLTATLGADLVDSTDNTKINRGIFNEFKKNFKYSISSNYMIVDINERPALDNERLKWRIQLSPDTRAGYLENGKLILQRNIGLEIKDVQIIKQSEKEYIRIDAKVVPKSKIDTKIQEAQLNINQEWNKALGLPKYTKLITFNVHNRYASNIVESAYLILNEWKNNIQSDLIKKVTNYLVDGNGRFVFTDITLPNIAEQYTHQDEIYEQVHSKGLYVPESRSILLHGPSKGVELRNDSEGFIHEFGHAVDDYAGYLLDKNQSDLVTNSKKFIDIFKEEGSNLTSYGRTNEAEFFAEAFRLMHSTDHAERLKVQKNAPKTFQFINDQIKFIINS
Y pestis TopoI: blocks Yersinia pestis topoisomerase I activity; actives 0.064% (n = 360,000); activity, % at 10 µM; Y. pestis Topo-I cleavage product accumulation, plate reader; in the data active = activity above about 50%, passing the limit was not always enough; inconclusive = no clear call, values can overlap the other calls; note: inactives centre near 2
3CLpro inhibitor: SARS-CoV 3CLpro protease inhibition | P0C6X7 | recombinant SARS-CoV 3CLpro, quenched FRET peptide cleavage | inhibition, % at 6 µM | actives 0.14% (n = 290,000) | AID 1706; in the data active = inhibition above about 12%
PfHsp40 rescue: compounds rescuing yeast from Plasmodium falciparum HSP40 toxicity; S. cerevisiae expressing PfHsp40, growth rescue, ATP luminescence; growth rescue, % at 12.5 µM; actives 0.68% (n = 340,000); in the data active = growth rescue above about 28%, passing the limit was not always enough; inconclusive = no clear call, values can overlap the other calls;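 note: yeast W303a lacking pdr1 and pdr3 grown in galactose medium; growth measured after three days at 30 °C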
BoNT A protease: inhibitors of Botulinum neurotoxin A light chain protease; multiplex microsphere protease substrate cleavage, flow cytometry; inhibition, % at 10 µM; actives 0.17% (n = 360,000); note: plate controls were buffer without enzyme for full effect and enzyme alone for no effect
PrPC TRFRET: reduces human prion protein on the cell surface | AID 720596 | cell surface PrPC, TR-FRET read-out | actives 0.43% (n = 370,000) | inhibition, % at 13.8 µM; in the data active = inhibition above about 24%; note: 0% = median of the test wells and 100% = reference compound wells
Vc quorum ag: inducers of Vibrio cholerae quorum light production without autoinducers; V. cholerae BH1578 lux reporter, luminescence, 6 h; activation, % at 18.7 µM; actives 0.16% (n = 350,000); AID 588436; in the data active = activation mostly above about 9.7%, no sharp cut-off; inconclusive = no clear call, values can overlap the other calls; inactive = mostly below about 3.7%; note: not every result past the cut was called active; inactives centre near 0; reference of the scale not given here
An asterisk follows results filed as active; i = inactive; ? = inconclusive; nt = not tested or not shown; & = joins results of further samples. Cut-off read from the data, not from the text of the source, unless noted: active = inhibition above about 30%; inconclusive = no clear call, values can overlap the other calls; inactive = below that. Only part of the results is shown. The share of hits here may be higher or lower than overall.

structure	Y pestis TopoI	3CLpro inhibitor	Vc quorum ag	PriA SSB inh	Anthrax LF inh2	BoNT A protease	PfHsp40 rescue	TcdB inh	PrPC TRFRET
CC(=O)Nc1c(Cl)c(Cl)c2c(c1Cl)Cc1cc(Cl)ccc1-2	1	nt	i	0	4	-0.1	0.1	0.6	2
CCOC(=O)C1=C(O)C(Nc2nccs2)(C(F)(F)F)N=C1C (stereo unspecified)	-12	0	-0.4	-8	0	-0.2	-0.9	nt	-1
CC(C)Sc1nc2c([nH]1)c(=N)ncn2Cc1ccccc1	0	0	-0.7	-5	0	0.1	-2.6	1.1	-5
COc1ccc2[nH]c3c(=O)n(CCCC(=O)NC4CCC(C)CC4)c(=S)[nH]c3c2c1 (stereo unspecified)	13	6	-0.3	-11	0	-1.2	0.7	0.9	0
CC1CSC(N(C(=O)c2ccc(S(C)(=O)=O)cc2)c2ccc(Cl)cc2)=N1 (stereo unspecified)	30	1	-0.5	-1	1	-1.8	1.4	0.0	8
COc1cc(/C=C/C(=O)OCC(=O)Nc2ccc(S(=O)(=O)N3CCCC3)cc2)ccc1O	-2	-1	-0.4	9	-1	0.3	-0.3	nt	-2
CCOc1ccc(NC(=O)CN(C)C(=O)Cc2ccsc2)cc1OCC	-2	nt	-5.0	2	-3	-0.8	-0.9	1.4	-2
Cc1ccc(-n2nnnc2CCl)cc1	9	4	0.4	-12	14	0.1	-0.4	0.6	-4
CNC(=O)Nc1cc(C(C)(C)C)no1	8	-2	nt	0	2	0.0	-2.6	nt	0
CCn1c(C)c(C(C)=O)c(N2CCN(c3ccc(F)cc3)CC2)nc1=S	8	0	1.2	-10	6	2.5	15	-1.0	2
CSc1ccc(S(=O)(=O)N2CCCC2)cc1	1	2	-0.2	-22	7	0.3	1.3	nt	-2
O=C(Cc1ccc(Cl)cc1)Nc1ccc(NC(=O)c2ccccc2)cc1	-5	-1	0.0	5	0	1.3	-0.4	nt	5
CN(C)c1cccc(N(C)C)c1CNC(=O)C(C)(C)C	0	2	i	5	1	-0.2	nt	-4.9	6
O=C(Nc1ccccc1)c1ccc(-c2ccccc2)s1	13	-4	-0.6	-2	-5	0.1	-0.7	0.9	5
O=C(COC(=O)c1cc(Cl)nc(Cl)c1)NCCc1ccc(F)cc1	3	nt	i	-5	3	-0.6	0.2	-2.8	-4
O=C1CSc2ccc(S(=O)(=O)N3CCN(c4ccccc4)CC3)cc2N1	19	5	i	-2	-1	-0.6	1.0	-1.9	9
Cc1c(C)n(C)c2ccc(C(=O)NCCCN3CCN(C)CC3)cc12	-9	0	-0.2	7	0	2.4	-0.2	0.1	2
Cc1ccc(NC(=O)CN(CCc2ccccc2)S(C)(=O)=O)cc1	2	-2	i	-11	10	2.2	1.1	2.7	16
CC(=O)Nc1ccc(C)cc1NC(C)=O	4	1	-1.4	-10	-5	-1.8	0.5	nt	2
CCC(=O)Nc1ccc(C(=O)NCc2ccccn2)cc1	-3	1	0.9	-3	0	-0.5	-0.9	nt	-5

Further structures:
structure	Y pestis TopoI	3CLpro inhibitor	Vc quorum ag	PriA SSB inh	Anthrax LF inh2	BoNT A protease	PfHsp40 rescue	TcdB inh	PrPC TRFRET
O=C(CSc1nc(=O)n2ccccc2n1)Nc1ccc2c(c1)OCCO2	-9	nt	-0.3	-10	-6	-3.0	-0.5	3.6	3
COc1ccc(NC(=O)c2cc(C)no2)cc1OC	3	-2	i	1	9	2.8	0.7	0.6	0
COC(=O)C1=C(NC(=O)c2ccc(C)cc2)CCS1	5	0	i	-18	-7	-0.8	-1.0	nt	4
COc1cc2cnc(CCO[C@H]3CCCCO3)cc2cc1OC	1	nt	i	-3	3	-0.3	-0.5	1.4	3
COc1ccc([N+](=O)[O-])cc1NCc1c(F)cccc1F	5	nt	i	nt	2	0.1	nt	-0.9	-4
COC(=O)c1cccc(NC(=O)Nc2ccccc2OC)c1	-3	-1	-0.5	-4	-2	0.0	0.4	1.3	9
CCOC(=O)c1nc2ccccc2nc1C	-1	-5	-0.3	0	2	0.1	-0.1	nt	0
CCOC(=O)N1CCC(N(CCCOC)C(=O)Nc2cccc(OC)c2)CC1	-7	1	i	1	-8	-5.3	0.7	nt	7
CCCc1oc(C(=O)O)cc1CN1CCOCC1	-1	2	-0.6	-4	12	8.2	1.0	nt	2
O=c1[nH]c(-c2cccnc2)nc2sc(-c3ccccc3)cc12	6	-2	i	-13	-2	0.0	-1.2	2.6	-7
Cc1ccc(O)c(CC(C)C)n1	3	3	nt	-7	-1	0.1	-0.3	nt	-12
CCC(C)(C)NC(=O)C(c1ccncc1)N(Cc1cccs1)C(=O)Cn1nnc2ccccc21 (stereo unspecified)	1	4	0.7	5	0	-0.3	-0.6	nt	-6
Cc1cc(C2C(C#N)=C(N)Oc3n[nH]c(C)c32)c(C)s1 (stereo unspecified)	3	-4	i	6	3	0.1	-0.6	nt	-3
CCOC(=O)c1nnc(-c2cccs2)nc1Oc1ccc(Cl)cc1	10	2	-0.3	-9	0	0.1	-0.9	nt	-2
Cc1ccc(S(=O)(=O)Nc2cc3c(C(=O)O)c(C)oc3c3ccccc23)c(C)c1	0	4	-0.4	-1	-1	2.5	2.0	2.4	-6
COCCN=C1NC(=O)C(CC(=O)Nc2cccc(Cl)c2C)S1 (stereo unspecified)	2	0	-0.4	1	-4	-0.8	-0.2	-0.1	6
CC(C)Sc1nsc2nc(=O)c(/C=C3\C=Nc4ccccc43)c(N)n12	2	3	i	nt	1	-0.3	1.7	1.4	2
C=CCc1c(C)nc(SC)nc1Nc1ccc(C(=O)O)cc1	1	-2	-0.3	-7	2	-0.4	-0.8	nt	2
CCOC(=O)C(C)Sc1nc2c(c(-c3cccs3)c1C#N)CCC2 (stereo unspecified)	37	3	-0.2	-11	10	24	-0.4	0.9	65*
COc1ccc(C2=NN(S(C)(=O)=O)C(c3ccc4nccnc4c3)C2)cc1 (stereo unspecified)	2	-1	-0.4	-4	7	28	-1.0	nt	-4

Just BoNT A protease (2 entries from above):
SMILES	BoNT A protease
CCOC(=O)c1nnc(-c2cccs2)nc1Oc1ccc(Cl)cc1	0.1
Cc1ccc(S(=O)(=O)Nc2cc3c(C(=O)O)c(C)oc3c3ccccc23)c(C)c1	2.5

More results.
structure	Y pestis TopoI	3CLpro inhibitor	Vc quorum ag	PriA SSB inh	Anthrax LF inh2	BoNT A protease	PfHsp40 rescue	TcdB inh	PrPC TRFRET
O=C1c2ccccc2CN1CCNS(=O)(=O)c1ccc(Cl)cc1	-2	-4	i	9	2	0.5	2.6	nt	3
COc1ccc(-c2c(NC(=O)c3ccco3)oc3c(C)cccc3c2=O)cc1OC	2	-1	i	3	-2	0.0	-0.1	-7.4	2
O=C(N/N=C/c1ccc(O)c(O)c1)c1cccc(S(=O)(=O)N2CCCCC2)c1	-3	4	0.3	nt	-7	0.2	-0.4	-3.7	2
C=CCN1CCN(c2ccncc2S(=O)(=O)N2CCN(C)CC2)CC1	-1	nt	-0.7	nt	-2	0.0	nt	2.2	-5
Nc1ccc2nc3c(=O)n(CCc4ccccc4)c(=O)[nH]c3nc2c1	-2	-2	-0.8	-8	nt	nt	nt	0.9	-12
Cc1ccc(C(=O)N2CCNC(=O)C2CC(=O)Nc2ccccc2)cc1 (stereo unspecified)	7	0	-3.4	-7	-2	-2.9	1.0	0.0	-2
COc1ccc(OCC(=O)Nc2cccc(-c3nc4ccccc4[nH]3)c2)cc1	-5	0	i	6	-3	?	2.0	1.6	7
CCCCn1c(N)c(N(CC)C(=O)c2cccc(S(=O)(=O)N3CCN(C)CC3)c2)c(=O)[nH]c1=O	2	nt	i	-26	4	-8.6	nt	1.9	-5
O=C1c2cccc3cccc(c23)C(=O)N1CC1CCCO1 (stereo unspecified)	3	0	-0.4	1&-14	-3	-0.5	-1.9	0.3	-26
CN(C)S(=O)(=O)c1ccc(Cl)c(NC(=O)COC(=O)c2ccc3c(c2)NC(=O)CS3)c1	10	-1	-4.8	1	-1	1.0	-0.3	1.1	2
O=c1[nH]c(=O)n(-c2ccc(F)cc2)c(O)c1C=Nc1ccccc1N1CCCC1	-4	0	0.5	2	-3	-0.4	-1.9	nt	-4
O=C(NC1CCCCC1)C1CC(=O)N(c2ccc(Cl)cc2)C1 (stereo unspecified)	-2	5	-0.2	-12	-3	0.1	-1.5	1.0	-5
Cc1ccc(C(=O)NNC(=O)C2CCN(S(=O)(=O)c3ccc(C)cc3)CC2)cc1	8	-5	-0.4	-10	2	-0.3	-0.1	-0.2	1
Cc1[nH]c2ccccc2c1/C=N/NC(=O)c1cc(-c2cccs2)[nH]n1	-32	2	-0.3	nt	0	0.7	0.9	0.6	10
Cc1cc(Cl)ccc1NC(=O)CSc1nnc(-c2ccncc2)n1Cc1ccco1	24	-1	-0.3	-2	-6	0.0	0.4	nt	2
Cc1ccc(CNC(=O)COC(=O)Cn2nc(C)c([N+](=O)[O-])c2C)cc1	-4	-1	0.0	-18	1	-0.6	-0.1	0.6	6
O=S1(=O)C[C@@H](N2CCN(c3ccccc3)CC2)[C@H](COCc2ccccc2)N1	nt	nt	nt	nt	-9	-1.3	nt	0.4	0
CCn1c(=O)c2ccccc2n(CC(=O)NC2CCCCC2)c1=O	4	-1	-0.1	-4	-2	0.2	-1.7	-0.1	5
O=C(c1cccc(-c2cccc3nccn23)c1)N1CCOCC1	11	nt	-0.5	nt	-5	-0.3	nt	0.4	-8
COc1ccc(NC(=S)N(CCc2c(C)[nH]c3ccc(C)cc23)Cc2cccs2)cc1	-2	-4	-0.2	-5	-10	-0.9	-0.1	0.7	-7

Additional compounds:
structure	Y pestis TopoI	3CLpro inhibitor	Vc quorum ag	PriA SSB inh	Anthrax LF inh2	BoNT A protease	PfHsp40 rescue	TcdB inh	PrPC TRFRET
CC[C@H]1CN(C)CCc2c([nH]c3ccccc23)C(=O)C[C@@H]1/C(=C\OC)C(=O)OC	-7	nt	0.1	-2	4	0.6	0.6	0.5	-11
O=C(CC1Sc2ccccc2NC1=O)OCC(=O)N1CCc2ccccc21 (stereo unspecified)	37	4	i	-2	0	0.2	1.4	nt	2
CC1(C)CC(=O)C=C(c2ccc(COC(=O)Cc3ccccc3)cc2)C1=O	36	nt	i	nt	-4	0.6	nt	-0.2	4
Cc1ccc2c(c1)C(O)(CC(=O)c1cccnc1)C(=O)N2 (stereo unspecified)	-2	4	i	-18	-2	-0.6	-1.0	nt	-10
COc1ccc(Cc2c(-c3ccco3)nc3ccc(Br)cn23)c(C)c1	nt	nt	nt	nt	3	9.6	nt	-0.2	18
O=C(c1cc(-c2ccc(O)cc2)on1)N1CCCC1	4	-2	-0.3	6	0	1.1	-0.7	0.1	10
COC(=O)c1ccccc1NC(=S)N(Cc1ccc2c(c1)OCO2)Cc1cc2ccc(OC)cc2[nH]c1=O	-5	-2	-0.1	15	-2	-0.6	0.1	1.5	-2
Cc1nnc(SCC(=O)Nc2ncc3c(n2)CC(c2ccccc2)CC3=O)s1 (stereo unspecified)	-1	0	1.3	-13	-2	1.9	4.0	0.8	-7
CC(=O)Nc1ccc(OCCCN2CCC(C(O)(c3ccccc3)c3ccccc3)CC2)cc1	nt	nt	nt	nt	-10	-0.3	nt	-0.4	-9
O=C(O)c1nn(Cc2ccc(Cl)cc2Cl)c2ccccc12	6	6	i	-5	-4	-0.5	18	3.7	-5
O=C(Cc1ccccc1)N1CCN(Cc2ccc(Cl)cc2)CC1	23	nt	-0.4	0	0	-1.9	0.8	0.3	10
O=C(/C=C/c1ccc(O)c(O)c1)NC(=O)c1ccccc1O	-6	7	-0.2	-5	0	0.1	0.4	-7.1	-19
O=C1CN(C(=O)/C=C/c2ccc(Cl)cc2Cl)CCN1	-3	1	-0.3	-6	-1	0.1	0.6	0.3	1
O=C(CC(=O)c1ccccc1)Nc1ccccc1C(F)(F)F	-4	-1	-1.0	-11	14	-2.9	-1.5	-11	6

Screens (PubChem)
